RmlC RmlD mix = mixture blocks RmlC and RmlD coupled enzyme activity. RmlC/RmlD coupled enzyme inhibition, 384-well mixture HTS. inhibition, % at 5.5 µM. actives 0.39% (n = 110,000); in the data active = inhibition above about 30%, passing the limit was not always enough; note: strong numbers were not always called active
RT RNaseH block = blocks HIV-1 RNase H cleavage of RNA/DNA duplex; AID 565; actives 1.9% (n = 65,000); RT-RNase H RNA/DNA duplex cleavage, fluorescence; inhibition, % at 10 µM; P04585; in the data active = inhibition above about 50%
The depositor's hits bear a star; . = no result given.

SMILES | RmlC RmlD mix | RT RNaseH block
COC(=O)c1ccccc1NC(=O)C1CCC(=O)N1S(=O)(=O)c1ccc(C)cc1 (configuration not stated) | -5 | .
Cn1c(=O)c2c(ncn2CC(=O)Nc2nnc(Cc3ccccc3)s2)n(C)c1=O | -19 | -11
COc1ccc(OC)c(CCNC(=O)CS(=O)(=O)Cc2nc(-c3ccccc3C)oc2C)c1 | . | -27
O=C(Cn1nc(-c2ccc(N3CCOCC3)c([N+](=O)[O-])c2)c2ccccc2c1=O)N1CCCCC1 | 6 | .
Cc1cccc(N2C(=O)NC(=O)/C(=C\c3cccn3-c3ccc(Cl)cc3)C2=O)c1 | -7 | .
CC(C)(C)C(=O)CN1CCN(S(=O)(=O)c2ccc(F)cc2)CC1 | 17 | -9
Cn1c(=O)[nH]c(=O)c2c1nc(SCCN1CCOCC1)n2Cc1ccccc1 | 0 | -13
COc1ccccc1C1C2CCCCC2(O)CCN1CC(=O)Nc1ccccc1 (configuration not stated) | 107 | 4
CCC/C=C1/CCCOC(C(=O)NCCN2CCOCC2)(C(F)(F)F)C1 (configuration not stated) | -8 | .
COc1ccc(C(CC(=O)NC(C)(C)C)n2cccc2)cc1 (configuration not stated) | -13 | -12
COc1ccc(-c2nc(CSCC(=O)NCCC3=CCCCC3)c(C)o2)cc1OC | -16 | .
c1ccc(-c2cc(N3CCOCC3)nc3ccccc23)cc1 | -32 | .
CCOC(=O)c1c(-c2ccccc2)nc2cc(C)ccn12 | -18 | .
COc1ccc([N+](=O)[O-])cc1COc1cc(C)cc2oc(=O)cc(-c3ccccc3)c12 | -13 | .
CC1(C)c2ssc(=S)c2-c2ccccc2N1C(=O)CSC1=NCCS1 | 16 | .
CN1CCc2c(sc(N)c2C(N)=O)C1 | -6 | .
FC(F)(F)c1ccccc1CN1CCN(Cc2ccccc2)CC1 | 14 | .
COc1ccc(C(=O)Nc2cccc(C(C)=O)c2)cc1OC | 7 | -5
COc1ccc(-c2ccc(CCC(=O)O)n2NC(=O)c2cccs2)cc1 | -4 | 5
CCC(C)c1ccc(O)c(NC(=O)c2cccnc2)c1 (configuration not stated) | -14 | 4
Cc1ccc2nc(NCCCO)[nH]c2c1 | 3 | .
CCN(CC(=O)Nc1ccc2c(c1)OCCO2)S(=O)(=O)c1ccc(C)cc1 | -38 | .
CCn1c(=O)c2cc(C(=O)Nc3cc(C)on3)sc2c2ccccc21 | . | 22
Cc1cc(C)c(S(=O)(=O)N2CCN(CCO)CC2)c(C)c1 | 3 | -6
Cc1[nH]nc2c1/C(=N/O)CC(c1ccccc1)C2 (configuration not stated) | 4 | .
Oc1ccc(Cl)cc1C1=Nc2ccccc2N=C(c2ccco2)C1 | 15 | .
COC(=O)c1cn(CC(=O)NCc2cccs2)c2ccccc12 | 5 | -8
Cc1cc(=O)n2[nH]c(-c3ccc(C(C)(C)C)cc3)cc2n1 | 6 | .
CCO[C@@H]1OC(C(=O)O)=C[C@H](C)[C@H]1CCCO | -13 | .
COc1ccccc1NC(=O)N(Cc1ccccc1)c1ccccn1 | -13 | -22
Cc1cc(C)nc(/N=C(\N)Nc2ccc(C)c([N+](=O)[O-])c2)n1 | -17 | .
CCOc1c(Br)cc(/C=C2\C(=O)N(CCC#N)N=C2C)cc1OC | -12 | .
O=C(CSc1nc2ccccc2n1CC(=O)N1CCCC1)N1CCN(C(=O)c2ccco2)CC1 | -10 | -2
Cc1ccnc(NC(=O)Nc2ccc3c(c2)N(C)C(=O)CS3)c1 | . | 5
Cc1cc(C)c(C#N)c(SCc2ccccc2)n1 | 2 | .
O=C(COC(=O)c1cncc(Br)c1)NCCC1=CCCCC1 | 1 | 4
Cc1ccc(S(=O)(=O)C(C#N)c2nc3ccccc3nc2OC(C)C)cc1 (configuration not stated) | 10 | 6
Cc1ccc2c(c1)c1c(n2C)C(C(N)=O)CCC1 (configuration not stated) | 8 | -8
COC(=O)c1ccccc1NC(=O)CSc1nccn1C | -4 | -8
O=C1CN(C(=O)c2cc(Br)c(Br)s2)c2ccccc2N1 | -8 | .
Cc1nc2cc(C(=O)OCC(=O)NC3CCS(=O)(=O)C3)ccc2n1-c1ccccc1 (configuration not stated) | 6 | .
CN1CCc2c(sc3nc(SCC(N)=O)n(-c4ccccc4)c(=O)c23)C1 | -11 | 7
COc1ccccc1NC(=O)Cc1noc(CSc2cc(C)c3ccccc3n2)n1 | -8 | -25
CCc1nccn1S(=O)(=O)c1ccc(OC)c(C)c1C | -6 | .
O=C(CNC(=S)N(Cc1ccccc1F)C1CCCCC1)NC1CC1 | 0 | .
COc1ccc(C)cc1S(=O)(=O)N(CC(=O)O)c1ccc(F)cc1 | -10 | -5
CCOc1ccccc1-c1nc(-c2ccc(NC(=O)c3ccc(Br)o3)cc2)no1 | -14 | 7
COc1cc(NC(=O)CN2CCN(S(=O)(=O)c3ccc(C(C)C)cc3)CC2)cc(OC)c1 | -1 | 1
CC(=O)Nc1ccc(NC(=O)Cn2cc3c(n2)CCCC3)cc1 | 6 | -13
COc1c(CC=C(C)C)cc(C2CC(=O)c3c(O)cc(O)cc3O2)cc1CC=C(C)C (configuration not stated) | 9 | .
Further records follow:
SMILES | RmlC RmlD mix | RT RNaseH block
COc1ccc(C2CC(=O)Oc3c(C(CCN4CCCCC4)c4ccc(N(C)C)cc4)c(OC)cc(OC)c32)cc1 (configuration not stated) | 2 | .
NC1=NC(c2ccc(Br)cc2)n2c(nc3ccccc32)N1 (configuration not stated) | 6 | -6
O=C(O)CN1C(=O)COc2cc(S(=O)(=O)N3CCCC3)ccc21 | 3 | -9
COc1ccc(Cl)cc1NC(=O)C1CSC(c2ccncc2)=N1 (configuration not stated) | -15 | -25
COCCN(C(=O)Cc1cccs1)C(C(=O)NCc1ccc(OC)cc1)c1ccc(C(C)C)cc1 (configuration not stated) | -8 | .
O=C1C2=C(c3ccccc31)[N+](=O)[C@@H]1CCCC[C@@H]1N2[O-] | 12 | 48
COc1ccccc1CN(Cc1ccco1)S(=O)(=O)c1ccc(-n2cnnn2)c(OC)c1 | -11 | 7
COC(=O)/C=C1/S/C(=N/NC(=O)c2ccccc2C)NC1=O | 8 | .
COc1ccc(CCN2C(=O)CC(Nc3ccc(N4CCOCC4)cc3)C2=O)cc1OC (configuration not stated) | 2 | -7
O=C(Nc1ccc(Br)cc1)c1cccc(NC(=O)C2C3CC4OC(=O)C2C4C3)c1 (configuration not stated) | -8 | .
COC(=O)c1ccc(NC(=O)CN(C2CCCCC2)S(C)(=O)=O)cc1 | -11 | -2
C/C=C(\C)C(=O)OC1c2c(ccc3ccc(=O)oc23)OC(C)(C)C1OC(C)=O (configuration not stated) | -14 | .
Cc1nc(-c2ccccc2)sc1-c1nc(-c2cccs2)ncc1S(=O)(=O)c1ccccc1 | -31 | .
O=C(c1cc2nc(-c3ccccc3)cc(C(F)(F)F)n2n1)N1CCOCC1 | 12 | -20
CCCCC(=O)Nc1ccc(Cl)cn1 | -6 | -9
CCCn1c(=O)c(C(=O)c2ccccc2)nc2ccccc21 | -14 | .
Cc1nnc(NC(=O)CSc2nnc(Cc3cccn3C)n2-c2cccc(C)c2C)s1 | . | -4
Cc1ccc(-n2nc(N)c3c(=O)oc(N(C)C)nc32)cc1 | -19 | .
Cc1nc(SCCO)c2oc3ccccc3c2n1 | -2 | -13
N/C(=N\OC(=O)c1cc(-c2ccccc2)nc2ccccc12)c1ccncc1 | 4 | .
COCCn1c(=O)[nH]c2cc(C(=O)OC)ccc2c1=O | -4 | 11
Cn1c(C(=O)N2COCC2(C)C)cc2c(=O)n3ccccc3nc21 | . | -19
O=C1CCCc2nc(N3CCCCC3)sc21 | -3 | -15
N#C/C(=C/C=C/c1ccccc1)C(=O)Nc1ccccc1 | 9 | .
CCSc1nnc(NC(=O)Cc2ccc(OC)c(S(=O)(=O)N3CCOCC3)c2)s1 | -11 | -5
Cc1ccc(C)c(C(=O)COc2ccc(C)nc2[N+](=O)[O-])c1 | -4 | .
Cc1cc(C)cc(N(CC(=O)NCc2ccco2)C(=O)CCC(=O)Nc2ccccn2)c1 | -10 | -1
CC1(C)Oc2ccc(C(=O)NC3CCCC3)cc2N(CC(=O)NC2CCCCC2)C1=O | 7 | 73*
COc1ccccc1CC(=O)Nc1ccc(-c2nnc(-c3ccco3)o2)cc1 | 16 | -8
Cc1sc2nc(-c3ccco3)oc(=O)c2c1C | 7 | -23
Cc1cc(O)c(-c2cc(C(=O)Nc3ccc(S(=O)(=O)N4CCOCC4)cc3)[nH]n2)cc1C | 0 | 17
CCOc1c(Cl)cc(CNCC(C)C)cc1OC | 11 | .
O=C(/C=C/Nc1ccc(F)cc1)c1ccco1 | 7 | -13
Clc1ccc(-n2cccc2/C=N/n2cnnc2)cc1 | -4 | .
CC(=O)c1c(N2CCOCC2)nc(=S)n(Cc2ccccc2)c1C | -11 | 1
CCOc1cc(CNc2ccc3c(c2)CCC3)ccc1OC | 1 | .
COc1ccccc1OCCSc1nnc(C)n1-c1ccccc1 | -11 | -34
CCOC(=O)N1CCN(C(=O)c2cnn3c(C)c(Cc4ccc(C)cc4)c(C)nc23)CC1 | . | 4
CC(=O)Nc1cnc2ccccc2n1 | -9 | -7
CC1=C(C(=O)NCc2ccccc2)C(c2cccnc2)n2ncnc2N1 (configuration not stated) | -81 | -10
CCOC(=O)c1c(N)nn(C(=O)C(C)C)c1-c1ccc(OC)cc1 | 12 | .
COc1ccc(C(=O)Nc2ccc(-c3ccc(C)o3)cc2)cc1S(=O)(=O)N1CCOCC1 | -12 | -7
COc1ccc(N2CCN(c3nc4c(c(=O)n(C)c(=O)n4C)n3Cc3ccccc3)CC2)cc1 | 4 | 11
CC(C)CC(OC(=O)c1cccs1)C(=O)NCc1cccs1 (configuration not stated) | -10 | -4
CSc1ccc(CNc2ccc(C)cc2)cc1 | 0 | .
N#CC1=C(N)N(c2ccccc2)C(c2ccco2)C1(C#N)C#N (configuration not stated) | 6 | -19
CCCC(=O)Nc1c2c(nn1-c1ccc(C)cc1C)CSC2 | -7 | -7
CC1CCCN(C(=O)CCS(=O)(=O)Cc2ccccc2)C1 (configuration not stated) | 10 | .
CCN(CC)S(=O)(=O)c1ccc(C(=O)OCC(=O)N2CCN(C(=O)c3ccco3)CC2)cc1 | -8 | -2
CC1(C)C(=O)Nc2ccccc2N1C(=O)COC(=O)C12CC3CC(CC(O)(C3)C1)C2 | -6 | 19
More entries follow:
SMILES | RmlC RmlD mix | RT RNaseH block
Clc1ccccc1CSc1snnc1-c1ccccc1 | 10 | .
O=C(c1cc(-c2ccc3c(c2)OCO3)on1)N1CCN(c2ccc(F)cc2)CC1 | -5 | -1
Cn1c2ccccc2c2cc(C(=O)N3CCN(CCO)CC3)sc21 | 2 | .
O=C(Nc1ccc(Cl)cc1)O/N=C(\c1ccccc1)c1ccccn1 | -13 | .
COc1ccc(Cc2nnc(SCC(=O)c3cccc([N+](=O)[O-])c3)n2C)cc1 | -12 | .
CCN1C[C@@]2(COC)C3[C@@H](OC)[C@H]4[C@@H]1[C@@]3(C1C[C@H]3[C@H](OC(=O)c5ccccc5)C1[C@]4(OC(C)=O)C[C@H]3OC)[C@@H](OC)C[C@H]2O (some centres not stated) | 1 | .
c1ccc(Cn2cnc3ccccc32)cc1 | -11 | .
O=C(Cc1c[nH]c2ccccc12)OCCOC(=O)Cc1c[nH]c2ccccc12 | -9 | .
O=C(COc1ccccc1)c1cn(CC(=O)N2CCOCC2)c2ccccc12 | -8 | -3
CCC(C)C(=O)Nc1cc(OC)c(OC)cc1C(=O)O (configuration not stated) | -5 | -2
CC(C)N(C(=O)CSc1nnc(CN2CCCCCC2=O)n1-c1ccccn1)C(C)C | -14 | 0
CCCOc1ccc(C(=O)Nc2ccc(Cl)cn2)cc1 | 14 | .
CCCOc1ccc(NC2=CC(=O)CC(C)(C)C2)cc1 | -10 | 2
COc1cccc(C(=O)Nc2nc(-c3ccc(S(=O)(=O)N4CCOCC4)cc3)cs2)c1 | -19 | 1
COc1ccc(C(=O)NCCn2ccc3ccccc32)cc1 | -7 | -6
C=CCSc1nnc(NC(=O)CSc2ccccn2)s1 | -14 | -27
COc1cc(C(=O)N2CCC(NC(=O)C(Cc3ccccc3)NC(C)=O)CC2)cc(OC)c1OC (configuration not stated) | -3 | 1
CCOC(=O)c1cc2occc2n1CC(=O)NC1CCCCC1C (configuration not stated) | -6 | -3
Brc1ccc2ncnc(Nc3cccc4ccccc34)c2c1 | 7 | .

Gathered by group: those above containing an aryl thioether with sulfur outside any ring.
SMILES | RmlC RmlD mix | RT RNaseH block
Cn1c(=O)[nH]c(=O)c2c1nc(SCCN1CCOCC1)n2Cc1ccccc1 | 0 | -13
O=C(CSc1nc2ccccc2n1CC(=O)N1CCCC1)N1CCN(C(=O)c2ccco2)CC1 | -10 | -2
Cc1cc(C)c(C#N)c(SCc2ccccc2)n1 | 2 | .
COC(=O)c1ccccc1NC(=O)CSc1nccn1C | -4 | -8
CN1CCc2c(sc3nc(SCC(N)=O)n(-c4ccccc4)c(=O)c23)C1 | -11 | 7
COc1ccccc1NC(=O)Cc1noc(CSc2cc(C)c3ccccc3n2)n1 | -8 | -25
Cc1nnc(NC(=O)CSc2nnc(Cc3cccn3C)n2-c2cccc(C)c2C)s1 | . | -4
Cc1nc(SCCO)c2oc3ccccc3c2n1 | -2 | -13
CCSc1nnc(NC(=O)Cc2ccc(OC)c(S(=O)(=O)N3CCOCC3)c2)s1 | -11 | -5
COc1ccccc1OCCSc1nnc(C)n1-c1ccccc1 | -11 | -34
CSc1ccc(CNc2ccc(C)cc2)cc1 | 0 | .
Clc1ccccc1CSc1snnc1-c1ccccc1 | 10 | .
COc1ccc(Cc2nnc(SCC(=O)c3cccc([N+](=O)[O-])c3)n2C)cc1 | -12 | .
CC(C)N(C(=O)CSc1nnc(CN2CCCCCC2=O)n1-c1ccccn1)C(C)C | -14 | 0
C=CCSc1nnc(NC(=O)CSc2ccccn2)s1 | -14 | -27

3 compounds already listed, arranged by length of the SMILES, rising:
SMILES | RmlC RmlD mix | RT RNaseH block
Cc1ccc2nc(NCCCO)[nH]c2c1 | 3 | .
CC(=O)c1c(N2CCOCC2)nc(=S)n(Cc2ccccc2)c1C | -11 | 1
COc1ccc(-c2ccc(CCC(=O)O)n2NC(=O)c2cccs2)cc1 | -4 | 5

This is a subset, so the mix of outcomes need not match the whole.
